High-throughput results as filed in PubChem.
NPY Y1 blocker: blocks the human neuropeptide Y Y1 receptor; inhibition, % at 3.6 µM; P25929; HEK293-CNG Y1 cells, membrane potential fluorescence; NPY at EC95, then isoproterenol; 200,000 tested, 1% active; AID 1040;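 active = inhibition above the campaign mean inhibition of all tested compounds plus 3 SD, cut at about 20% in these data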;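 note: 0% = DMSO wells given NPY plus isoproterenol and 100% = isoproterenol alone without NPY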
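Test system – HEK293 Y1/CNG channel cell line · Also added – NPY agonist 25 nM, then isoproterenol 1 µM plus Ro 20-1724 25 µM · Compound dosing – one concentration, 3.6 µM, in 0.4% DMSO · Schedule – compound incubation 1 h at room temperature, readout 45 min post-stimulation · Technique – fluorescence, membrane potential probe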
BaF3 parental: parental Ba/F3 viability inhibition as JAK2V617F counter-screen; CellTiter-Glo ATP luminescence; inhibition, % at 5.6 µM; 220,000 tested, 1.1% active; AID 1486;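 active = inhibition above a per-campaign cutoff, the mean inhibition of all tested compounds plus 3 SD, cut at about 27% in these data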;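 note: 0% = DMSO wells and 100% = JAK Inhibitor I control wells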
Runt-CBFb FRET: blocks binding of human RUNX1 Runt domain to CBFb; Cerulean-Runt/Venus-CBFb FRET ratio 530/480, 1 h; inhibition, % at 20 µM; 220,000 tested, 0.46% active; AID 1496;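 active = inhibition over about 50% at 20 µM in the single-dose screen, limit read from the data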;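 note: 0% = DMSO wells and 100% = excess unlabeled CBFb competitor control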
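test system = Cerulean-tagged RUNX1 Runt domain (FRET donor) fusion protein | reagent = Venus-CBFb binding partner, 100 nM | incubation = protein complex preformed 1 h, compound exposure 1 h, room temperature, dark | detection = FRET fluorescence | read-out basis = loss of energy transfer signal | controls = 5 µM unlabeled CBFb as full-inhibition high control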
NPY2 pot ag: potentiates or activates human NPY-Y2 receptor; P49146; cells expressing NPY-Y2, potentiator/agonist read-out; activation, % at 3.6 µM; 220,000 tested, 0.45% active; AID 1359; in the data active = activation above about 27%;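 note: cells stimulated with NPY near EC25 plus isoproterenol at EC100; 0% = vehicle plus submaximal agonist and 100% = vehicle plus saturating agonist; some results beyond the cut were filed as inactive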
Target sequence (P49146 whole entry, looked up): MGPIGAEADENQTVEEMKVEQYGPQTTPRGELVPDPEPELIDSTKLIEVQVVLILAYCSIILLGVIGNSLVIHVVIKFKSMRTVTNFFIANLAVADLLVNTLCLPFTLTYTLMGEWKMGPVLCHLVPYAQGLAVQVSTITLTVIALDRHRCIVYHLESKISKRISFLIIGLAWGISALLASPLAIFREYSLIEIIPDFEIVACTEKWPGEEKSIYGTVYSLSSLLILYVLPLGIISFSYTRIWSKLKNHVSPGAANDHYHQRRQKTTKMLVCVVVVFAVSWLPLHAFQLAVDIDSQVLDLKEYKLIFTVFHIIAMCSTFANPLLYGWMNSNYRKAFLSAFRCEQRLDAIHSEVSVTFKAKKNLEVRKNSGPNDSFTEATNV
NPY1 pot ag: potentiates or activates human NPY-Y1 receptor; P25929; NPY-Y1 expressing cells, potentiator/agonist activation; activation, % at 3.6 µM; 220,000 tested, 0.37% active; AID 1304; in the data active = activation above about 33%, passing the limit was not always enough;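 note: cells stimulated with NPY at EC10 then isoproterenol at EC100; 0% = low agonist plus stimulus and 100% = saturating agonist plus stimulus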
S1P4 antag: human S1P4 receptor antagonism. O95977. S1P4-expressing cells, antagonist mode, reporter read-out. inhibition, % at 4.98 µM. 220,000 tested, 0.26% active. AID 1510; in the data active = inhibition above about 29%;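 note: 0% = wells stimulated with agonist and 100% = vehicle wells without agonist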
Target sequence (O95977 whole entry, looked up): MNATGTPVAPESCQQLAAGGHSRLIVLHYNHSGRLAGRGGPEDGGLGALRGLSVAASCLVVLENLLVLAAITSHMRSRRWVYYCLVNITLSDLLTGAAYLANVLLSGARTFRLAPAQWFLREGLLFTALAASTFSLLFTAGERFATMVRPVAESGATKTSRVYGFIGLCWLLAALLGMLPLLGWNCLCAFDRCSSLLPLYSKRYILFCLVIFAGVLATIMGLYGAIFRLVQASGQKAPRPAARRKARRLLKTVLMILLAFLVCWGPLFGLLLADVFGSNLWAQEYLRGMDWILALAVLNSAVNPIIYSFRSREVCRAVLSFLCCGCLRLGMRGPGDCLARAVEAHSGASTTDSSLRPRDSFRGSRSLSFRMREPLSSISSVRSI
Ba/F3 V617F tox: loss of viability in JAK2V617F-driven Ba/F3 cells. AID 1446. 220,000 tested, 1.1% active. Ba/F3 EpoR-JAK2V617F viability, ATP luminescence. inhibition, % at 5.6 µM;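 active = inhibition above the campaign mean plus 3 SD over all tested compounds, cut at about 24% in these data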;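 note: cytokine-independent growth of Ba/F3 cells driven by EpoR plus mutant JAK2; 0% = DMSO-treated cells and 100% = JAK inhibitor I control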
S1P4 ag: agonists of human S1P4 receptor; activation, % at 4.98 µM; S1P4-expressing cell line, agonist reporter assay; 220,000 tested, 0.35% active; in the data active = activation above about 11%;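 note: 0% = DMSO vehicle and 100% = reference agonist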
RBBP9 inh: blocks human serine hydrolase RBBP9; recombinant RBBP9, FP-Rh probe fluorescence polarization; 220,000 tested, 0.2% active; AID 1515; inhibition, % at 7.94 µM; O75884;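 active = inhibition above the campaign mean of all tested compounds plus 3 SD, cut at about 14% in these data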;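 note: plate controls were DMSO wells with RBBP9 for no effect and wells lacking RBBP9 protein for full effect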
Target sequence (O75884 whole entry, looked up): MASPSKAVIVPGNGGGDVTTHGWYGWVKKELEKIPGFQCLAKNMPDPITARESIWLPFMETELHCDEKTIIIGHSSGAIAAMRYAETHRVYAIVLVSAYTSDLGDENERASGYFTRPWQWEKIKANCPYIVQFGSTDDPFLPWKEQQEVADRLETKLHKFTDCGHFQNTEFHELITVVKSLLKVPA
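Test system: recombinant human RBBP9; Timing: 30 min then 45 min, 25 °C; Detection: fluorescence polarization; Control set: RBBP9 with DMSO as uninhibited control, no-protein wells as full inhibition; Compound dosing: one concentration, 7.94 µM nominal, 0.794% DMSO; Probe or stimulus: FP-Rh activity-based probe, 375 nM before mixing.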
Starred values were filed as active, the others as inactive; / = no result given.

SMILES	NPY Y1 blocker	BaF3 parental	Runt-CBFb FRET	NPY2 pot ag	NPY1 pot ag	S1P4 antag	Ba/F3 V617F tox	S1P4 ag	RBBP9 inh
O=C(COC(=O)c1cc(F)cc(F)c1)Nc1cccnc1Cl	4.4	7.5	-0.5	-10.1	-4.7	-6.3	1.3	0.3	2.5
O=C(c1cnn2c(C(F)(F)F)cc(-c3ccccc3)nc12)N1CCOCC1	2.1	0.0	0.2	5.8	-0.1	-10.8	-2.2	-0.7	10.8
COc1ccc2nc(Nc3nc(-c4cc5ccccc5oc4=O)cs3)sc2c1	0.2	6.6	-1.0	-1.7	-11.5	-10.1	-2.4	-0.7	6.3
O=C1NC(c2ccc(-c3ccccc3[N+](=O)[O-])o2)C(C(=O)c2ccc(F)cc2)C(O)(C(F)(F)F)N1 (configuration not stated)	1.7	2.5	6.0	8.2	15.2	-7.2	0.3	0.2	5.6
CSc1ccc(C(=O)NCC(=O)O)cc1[N+](=O)[O-]	/	-1.6	0.5	-21.0	-0.4	1.4	-1.9	1.4	0.1
Cc1c(NC(=O)COC(=O)Cc2ccc(Cl)cc2)c(=O)n(-c2ccccc2)n1C	2.8	8.9	-0.9	-1.5	4.3	-11.4	2.8	-0.7	-9.9
CC1(c2ccc(Cl)cc2)NC(=O)N(CC(=O)N2CCCC2)C1=O (configuration not stated)	-2.9	-3.3	-1.8	0.1	4.5	13.1	-4.7	0.5	-4.9
CCC(C)c1ccc(NC(=O)C/C(C)=N/NC(=O)c2cnccn2)cc1 (configuration not stated)	-1.5	1.6	0.0	1.4	4.5	-0.2	-2.6	-1.5	-0.6
COc1ccc(C)cc1S(=O)(=O)N(CC(=O)Nc1cccc([N+](=O)[O-])c1)c1ccc(C)c(C)c1	5.0	6.1	-0.8	2.8	-2.9	-17.3	-1.4	0.7	-1.4
CCCn1c(=O)c2ccccc2n2c(SCCOc3ccc(C)cc3)nnc12	7.9	1.0	-0.3	-13.3	-19.6	-14.6	-2.8	0.8	-9.7
COc1cc2c(C#N)c(N3CCCCC3)nc(N)c2c(N)n1	-9.6	2.3	-8.7	-4.0	0.1	-0.2	4.1	1.7	-8.8
O=C(/C=C/c1cccc(Oc2ccccc2)c1)N1CCOCC1	0.3	1.0	0.1	-2.9	9.7	-1.8	0.9	0.6	-0.9
CN1/C(=C\C=Nc2cc(S(=O)(=O)N3CCOCC3)ccc2N2CCOCC2)C(C)(C)c2ccccc21	-0.9	10.3	0.2	-5.2	-8.7	0.7	4.4	0.9	5.3
Cc1cccc(-c2noc(CSc3ccccc3)n2)c1	8.1	-2.5	/	-1.9	-7.0	-8.2	-0.5	-1.0	-1.8
CCN1CCN(c2ncnc3sc(C(=O)Nc4ccccc4F)c(C)c23)CC1	1.7	6.5	-0.1	7.6	-21.2	2.9	-2.6	0.4	-3.3
CCCCS(=O)(=O)Nc1ccc2cn[nH]c2c1	3.2	-1.2	-0.8	0.0	7.1	7.6	0.8	-0.3	-13.5
CC(=O)OC1C(OC(C)=O)N(C(C)=O)C(=O)N1C(C)=O (configuration not stated)	-4.0	-0.8	-0.8	8.7	-3.0	-32.2	-3.9	1.2	0.5
COC(=O)C(C)Sc1ccc2nnc(-c3ccccc3)n2n1 (configuration not stated)	0.6	6.2	-0.6	17.4	12.5	-14.3	2.8	1.6	-7.9
Cc1cc(C)cc(N(CC(=O)NC(C)(C)C)C(=O)CNC(=O)c2cccs2)c1	4.7	2.0	-1.7	-0.1	12.8	5.5	0.7	0.8	-9.3
CN(N)c1ccc2c(C(F)(F)F)cc(C(F)(F)F)nc2n1	0.4	0.0	8.2	5.0	-0.9	-25.6	-2.7	1.5	-0.6
Cc1nc2ccc(S(=O)(=O)NC(C(=O)NCc3ccc4c(c3)OCO4)C(C)C)cc2s1 (configuration not stated)	3.2	4.5	-1.2	-27.4	1.1	-19.2	7.2	-2.6	-14.8
O=C(O)CCCNC(=O)c1cncc(Br)c1	1.7	1.6	-0.4	-8.2	-2.8	-15.0	0.7	0.2	-6.2
CCN(C(=O)Cn1c(=O)n(-c2cc(OC)c(OC)c(OC)c2)c(=O)c2ccccc21)c1cccc(C)c1	6.1	2.3	/	-2.6	10.0	4.2	-0.4	0.5	-6.8
COc1ccc(CNC(=O)C(c2ccco2)N(C(=O)Cc2cccs2)c2cccnc2)cc1 (configuration not stated)	1.9	9.7	1.1	-6.4	5.4	-21.9	5.1	-2.6	3.9
CCOc1ccccc1NC1=NCC(=O)N1Cc1ccc(F)cc1	-4.8	2.1	-2.8	9.7	9.2	-14.4	-2.4	1.7	3.8
O=C(CSc1nc2ccccc2c(=O)n1Cc1ccc(Cl)cc1)NCc1cccs1	-0.9	2.4	0.7	2.7	6.6	-24.4	-4.0	0.7	2.9
CCOc1ccc(C(=O)Nc2c3c(nn2C(C)(C)C)CSC3)cc1OCC	-4.7	3.7	-6.9	-18.5	6.7	5.3	1.4	-1.9	-3.4
c1ccn2c(c1)nc1c2nc2ccccn21	-1.8	6.1	20.0	7.7	4.7	-6.7	-2.1	1.5	0.0
O/N=C/c1cc(Br)cs1	/	-1.9	0.6	4.1	-6.0	18.0	-1.0	2.9	-6.1
Cc1cccc(N(CC(O)CON=C2c3ccccc3-c3ccccc32)S(C)(=O)=O)c1 (configuration not stated)	-1.3	3.0	-12.8	2.3	-10.7	9.8	0.6	1.6	-5.0
COc1cc2c3nnc(-c4ccccc4)c-3cn(Cc3ccccc3F)c2cc1OC	12.1	9.4	-24.1	-4.8	15.2	84.1*	3.2	-5.3	-5.6
C(=N\Nc1nc(N2CCOCC2)nc(N2CCOCC2)n1)/c1ccco1	3.2	1.1	/	-11.2	9.0	3.3	1.9	0.1	6.0
CC(C)Cc1nnc(NC(=O)Cc2ccc([N+](=O)[O-])cc2)s1	0.1	8.2	-0.2	2.9	3.1	-4.4	0.2	2.0	1.1
O=c1c2ccccc2nnn1COc1cccc(Cl)c1	5.5	7.3	-1.2	-7.6	-3.0	8.1	1.6	0.9	-4.1
O=C(CSc1ncccn1)c1ccccc1Br	0.8	7.9	27.2	-2.3	-7.2	15.2	2.6	-1.6	-9.8
O=C(COc1ccc(S(=O)(=O)N2CCc3ccccc32)cc1Cl)NCc1ccccn1	-4.3	4.2	-9.1	-8.3	-9.0	8.0	1.1	0.3	-10.8

By substructure: those above with bromine (three)
SMILES	NPY Y1 blocker	BaF3 parental	Runt-CBFb FRET	NPY2 pot ag	NPY1 pot ag	S1P4 antag	Ba/F3 V617F tox	S1P4 ag	RBBP9 inh
O=C(O)CCCNC(=O)c1cncc(Br)c1	1.7	1.6	-0.4	-8.2	-2.8	-15.0	0.7	0.2	-6.2
O/N=C/c1cc(Br)cs1	/	-1.9	0.6	4.1	-6.0	18.0	-1.0	2.9	-6.1
O=C(CSc1ncccn1)c1ccccc1Br	0.8	7.9	27.2	-2.3	-7.2	15.2	2.6	-1.6	-9.8

Later entries
SMILES	NPY Y1 blocker	BaF3 parental	Runt-CBFb FRET	NPY2 pot ag	NPY1 pot ag	S1P4 antag	Ba/F3 V617F tox	S1P4 ag	RBBP9 inh
O=c1cc(CO)oc(CN2CCN(Cc3ccccc3)CC2)c1O	1.3	-0.1	2.3	-0.4	-8.8	-9.2	-4.8	-0.2	3.6
COCCNC(=O)CN(C(=O)Cn1nnc2ccccc21)c1ccc(F)c(Cl)c1	7.7	2.1	0.7	-16.6	1.9	-3.9	-1.4	-1.2	-4.8
O=C(Cn1cnc2c(nnn2Cc2ccc(Cl)cc2)c1=O)OCc1ccccc1	1.9	9.6	-3.5	4.2	14.8	-4.4	-2.5	-2.6	5.6
COc1cc2c(C(=O)N3CCN(c4ccccc4F)CC3)cn(C)c(=O)c2cc1OC	-0.7	1.3	0.7	2.9	-12.5	-5.9	-1.9	-2.3	-2.9
CCCCCCOC(=O)NCC(O)c1ccccc1 (configuration not stated)	1.6	1.9	-2.0	0.9	-14.7	11.5	0.4	-3.0	2.4
CC(=O)Nc1ccc(Oc2cc(NC(C)=O)cc([N+](=O)[O-])c2)cc1	0.2	10.2	-0.4	8.3	-3.6	-8.7	1.7	-1.2	-5.2
Cn1c(=O)cc(N2CCCCC2)[nH]c1=O	-5.0	2.8	-2.6	11.0	9.6	-8.8	-3.0	-0.3	-1.6
Cc1onc(-c2ccccc2)c1NC(=O)N(Cc1ccccc1)C(C)C	/	1.4	0.5	-20.1	-4.5	9.8	3.7	0.3	-8.6
Cc1nn(-c2ccccc2)c(C)c1C=O	/	-0.8	-1.1	-3.7	7.5	-7.9	-1.4	1.1	-8.2
COC(=O)c1ccc(NC(=O)CSc2nc3ccccc3c(=O)[nH]2)cc1	2.5	0.0	0.1	-6.7	-7.2	-17.0	0.8	0.5	8.4
COc1ccccc1C(CNC(=O)c1ccc(S(=O)(=O)NCc2ccco2)cc1)N(C)C (configuration not stated)	7.5	2.4	0.1	3.0	5.4	-24.6	-1.8	-2.0	-3.5
O=C(Nc1ccc(N2CCCC2)c(Cl)c1)c1cccc(-c2cc3ccccc3oc2=O)c1	-0.4	7.1	2.8	-1.9	8.2	-24.6	-0.7	3.7	2.4

3 entries from above, ordered by SMILES length, lowest first:
SMILES	NPY Y1 blocker	BaF3 parental	Runt-CBFb FRET	NPY2 pot ag	NPY1 pot ag	S1P4 antag	Ba/F3 V617F tox	S1P4 ag	RBBP9 inh
O/N=C/c1cc(Br)cs1	/	-1.9	0.6	4.1	-6.0	18.0	-1.0	2.9	-6.1
CC(C)Cc1nnc(NC(=O)Cc2ccc([N+](=O)[O-])cc2)s1	0.1	8.2	-0.2	2.9	3.1	-4.4	0.2	2.0	1.1
CCN1CCN(c2ncnc3sc(C(=O)Nc4ccccc4F)c(C)c23)CC1	1.7	6.5	-0.1	7.6	-21.2	2.9	-2.6	0.4	-3.3

Later entries
SMILES	NPY Y1 blocker	BaF3 parental	Runt-CBFb FRET	NPY2 pot ag	NPY1 pot ag	S1P4 antag	Ba/F3 V617F tox	S1P4 ag	RBBP9 inh
CCOC(=O)NC(=O)/C(C#N)=C\NNc1ncc(C(F)(F)F)cc1Cl	3.5	2.9	-0.4	-8.9	-3.4	-7.3	3.0	1.3	-4.7
COC(=O)C1CCN(C(=O)C2CCCCC2)CC1	7.7	4.7	0.1	2.2	-25.6	0.3	-1.3	-1.6	-0.4
COC(=O)c1oc2ccccc2c1NC(=O)CN1CCCC1	2.1	1.2	-1.1	6.2	6.2	-5.5	-3.4	0.3	-2.6
O=c1oc2ccccc2cc1C1=Nn2c(nnc2-c2cccnc2)SC1	1.0	1.7	1.8	2.5	11.6	-9.5	-1.7	1.0	-8.4
Cc1nc2ccccc2c(=O)n1NC(=O)c1cc(Br)ccc1Cl	/	-2.0	3.3	-16.9	-18.2	-16.4	-0.2	-0.4	-8.5
O=C(CSc1ncccn1)N/N=C/c1cccs1	-1.1	1.1	-3.4	1.8	-2.8	-3.0	3.0	1.2	-2.5
Cc1cc(C)cc(N=Cc2ccc([N+](=O)[O-])s2)c1	-1.8	-2.0	4.7	5.5	3.5	-4.2	-4.0	1.0	-8.1
CCC(=O)NCCNc1nc2cc(C)c(C)cc2cc1C#N	-1.3	-0.4	10.4	-14.9	23.6	0.6	-0.1	-1.4	-0.8
